From PubChem BioAssay
TAAR1 antag = antagonists of human TAAR1; actives 1.5% (n = 360,000); AID 624466; inhibition, % at 3 µM; Q96RJ0; CHO RD-HGA16 TAAR1, Fluo-8 calcium fluorescence, antagonist;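 active = inhibition above a per-plate cutoff, the mean inhibition of test compounds on that plate plus 3 SD, cut at about 49% in these data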;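 note: 0% = DMSO plus EC80 beta-PEA response and 100% = DMSO alone without agonist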
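Material: RD-HGA16 CHO cells with stable hTAAR1 and Gα16; Dosing: single nominal final test compound concentration of 3 µM; Schedule: seeding 17-24 h prior, 75-min 37 °C, 30-min RT dye loading; Detection: kinetic Fluo-8 calcium fluorescence measurement; Measure: % inhibition from peak post-agonist over basal fluorescence ratio; Benchmarks: vehicle and agonist controls.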
CHO parental Ca = signal in parental CHO cells, OX1R antagonist counter-screen; parental CHO-K1, ATP-induced calcium, Fluo-8 fluorescence; inhibition, % at 5.6 µM; actives 0.63% (n = 330,000); AID 463079;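 active = inhibition above that plate's mean sample inhibition plus 3 SD, cut at about 26% in these data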;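 note: 0% = ATP-challenged DMSO wells and 100% = DMSO wells without ATP; some compounds past the cut are filed as inactive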
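material = parental CHO cells | also added = ATP as calcium-mobilizing challenge | dosing = single point at 5.6 µM | detection = intracellular calcium via Fluo-8 no-wash fluorescent dye | read-out = % inhibition | benchmarks = low control ATP plus DMSO, high control DMSO only | repeats = one well per compound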
CHO-K1 Ca antag = M1 antagonist counterscreen hit in parental CHO-K1 cells | actives 0.6% (n = 360,000) | inhibition, % at 3 µM | ATP-induced calcium, Fluo-8 fluorescence;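 active = inhibition above a per-plate cutoff, the plate's mean sample inhibition plus 3 SD, cut at about 24% in these data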;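 note: 0% = DMSO plus EC80 ATP and 100% = DMSO alone without ATP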
OXTR agonist = human OXTR agonism; P30559; CHO-OTR cells, Fluo-8 calcium fluorescence; normalized: DMSO 0%, oxytocin 100%; activation, % at 3 µM; actives 0.32% (n = 320,000); AID 2435;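 active = activation above the mean of all tested compounds plus 3 SD, cutoff set per screening run, cut at about 20% in these data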;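 note: peak over basal fluorescence ratio from a 100 s FLIPR kinetic read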
V1R ag counter = counter-screen for oxytocin receptor agonists: human V1a receptor agonists; CHO-V1R cells, Fluo-8 calcium fluorescence, agonist mode; 0% DMSO, 100% 3 nM vasopressin; activation, % at 3 µM; actives 0.25% (n = 320,000);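 active = activation above the mean activation of all tested compounds plus 3 SD, per screening run, cut at about 20% in these data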;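 note: signal is peak over basal fluorescence ratio across a 100 second FLIPR read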
Target sequence (P37288 whole entry, looked up): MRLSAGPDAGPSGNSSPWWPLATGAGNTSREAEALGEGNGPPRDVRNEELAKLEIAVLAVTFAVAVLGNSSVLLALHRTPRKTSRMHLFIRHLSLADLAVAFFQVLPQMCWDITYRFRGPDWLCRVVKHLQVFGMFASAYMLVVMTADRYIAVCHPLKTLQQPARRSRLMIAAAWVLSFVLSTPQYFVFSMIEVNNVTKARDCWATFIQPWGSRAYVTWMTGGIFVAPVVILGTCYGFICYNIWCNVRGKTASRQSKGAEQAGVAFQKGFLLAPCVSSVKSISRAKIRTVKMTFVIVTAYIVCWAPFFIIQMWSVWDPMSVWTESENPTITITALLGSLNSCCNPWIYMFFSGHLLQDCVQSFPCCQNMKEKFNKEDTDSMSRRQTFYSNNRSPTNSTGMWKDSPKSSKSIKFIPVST
GPR7 antagonist = human neuropeptides B/W receptor 1 antagonism. GPR7-expressing cells, fluorescence antagonist assay. inhibition, % at 4.4 µM. actives 1.1% (n = 290,000); in the data active = inhibition above about 16%, passing the limit was not always enough;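 note: cells stimulated with the agonist NPW; 0% = agonist with vehicle and 100% = vehicle without agonist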
Target sequence (P48145 whole entry, looked up): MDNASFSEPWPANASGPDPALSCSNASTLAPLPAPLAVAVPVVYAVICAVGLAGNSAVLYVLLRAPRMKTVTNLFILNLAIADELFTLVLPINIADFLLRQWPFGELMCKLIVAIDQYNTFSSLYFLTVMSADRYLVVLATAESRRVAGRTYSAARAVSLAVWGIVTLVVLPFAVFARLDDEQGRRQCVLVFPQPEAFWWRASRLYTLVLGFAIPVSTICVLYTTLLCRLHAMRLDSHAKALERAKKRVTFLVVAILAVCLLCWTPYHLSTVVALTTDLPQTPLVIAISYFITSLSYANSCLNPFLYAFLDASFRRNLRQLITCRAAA
OXTR potentiator = human OXTR potentiation. P30559. AID 2445. actives 0.061% (n = 320,000). activation, % at 3 µM. CHO-OTR cells, Fluo-8 calcium fluorescence, potentiator mode; 0% = oxytocin EC15, 100% = EC100;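 active = activation above that plate's cutoff, the mean activation of tested compounds plus 3 SD, cut at about 6.6% in these data, passing the limit was not always enough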;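 note: 100% uses oxytocin at 75 nM as the full agonist control; some results filed as inactive read as strong as hits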
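Dosing: Single dose, 3.0 µM nominal final compound concentration | Material: Human OTR in CHO cells | Technique: Kinetic Fluo-8 calcium fluorescence | Benchmarks: EC15 oxytocin alone as 0%, 75 nM oxytocin as 100% | Probe or stimulus: Oxytocin at about EC15, sub-maximal agonist stimulus | Incubation: Compound 6 min at room temperature before oxytocin, 100 s read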
CHO-K1 Ca PAM = counter-screen for M1 PAMs: effect in parental CHO-K1 cells; actives 0.02% (n = 360,000); AID 602247; ATP EC20, Fluo-8 calcium fluorescence; 0% at ATP EC20, 100% at ATP max; activation, % at 3 µM;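 active = activation above the run cutoff, the mean activation of all test compounds plus 3 SD, cut at about 40% in these data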;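 note: peak over basal fluorescence ratio in a 140 s read after ATP addition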
M1 ag parental = nonselective activator or artifact in parental CHO-K1 cells | Fluo-8 calcium fluorescence; scaled to maximal ATP response, vehicle zero | activation, % at 3 µM | actives 0.48% (n = 360,000) | AID 602248; in the data active = activation above about 15%;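 note: untransfected CHO-K1 host cells lacking M1 receptor as counterscreen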
* marks the source's active call; other numbers are inactive results; . = not tested or not shown. Outcome played no part in choosing rows. Share with any hit: about 3.5%.

Order of results – TAAR1 antag	CHO parental Ca	CHO-K1 Ca antag	OXTR agonist	V1R ag counter	GPR7 antagonist	OXTR potentiator	CHO-K1 Ca PAM	M1 ag parental
O=C(c1ccc(S(=O)(=O)NCc2ccco2)cc1)N1CCN(Cc2ccc3c(c2)OCO3)CC1
  -5	7	-13	-0.3	0.2	1	-18	12	2.9
Fc1ccccc1-c1nc(NCc2ccco2)c2ccccc2n1
  -7	-15	5	-1.9	0.1	2	-11	-15	0.6
Cc1cccc2cc(CN(CCCO)C(=O)Nc3ccccc3Cl)c(=O)[nH]c12
  8	-22	2	-1.6	-0.2	-17	-6	10	1.1
CC(c1ccccc1)n1c(SCC(=O)N2CC(=O)Nc3ccccc32)nc2ccccc2c1=O (stereo not drawn)
  20	-23	-4	-0.5	1.6	-8	-9	33	2.6
COc1ccccc1CNC(=O)C1CCN(C(=O)c2sccc2-n2cccc2)CC1
  -33	-17	-11	1.5	2.2	-7	-9	18	0.3
O=C(Cn1nnc(-c2ccncc2)n1)N1CCc2ccccc21
  8	5	-6	-0.3	0.4	-2	0	-13	0.3
O=C(NCc1ccccc1)C(=O)NCC1OCCCN1S(=O)(=O)c1cccs1 (stereo not drawn)
  -24	-2	9	-0.6	-1.3	9	-10	-20	0.4
Cc1ccccc1C(=O)NNc1ccc(-c2csnn2)cc1
  -8	-17	-4	1.1	-1.7	-5	-4	13	1.0
O=C(CCN1C(=O)/C(=C\C=C\c2ccccc2)SC1=S)Nc1cccc(C(=O)O)c1
  -13	8	-9	-0.1	-0.3	5	-9	1	0.5
COc1ccccc1NS(=O)(=O)c1cc(C(=O)NCC(c2ccc(F)cc2)N2CCOCC2)ccc1C (stereo not drawn)
  8	-17	6	0.9	0.9	.	-7	-8	0.9
Cc1ccccc1C(=O)OCCCN=C1NS(=O)(=O)c2ccccc21
  -8	-5	-8	3.8	3.3	-9	-14	12	1.0
CCCCNC1=NCCS1
  -28	-3	-14	1.3	0.8	-12	-6	14	0.9
COC(=O)[C@]1(C)N[C@H](CN(C)C(=O)c2ccccc2)[C@@H]2C(=O)N(Cc3ccccc3)C(=O)[C@@H]21
  3	-9	-17	-0.1	0.5	.	0	21	1.0
COc1ccccc1[C@@H]1C(c2cccc(Cl)c2)=NN(c2ccc(Br)cc2)[C@H]1C(=O)N1CCOC1=O
  -6	-2	-12	0.3	6.0	-7	-2	15	0.5
O=C(COC(=O)/C=C/c1cccc(C(F)(F)F)c1)NC1CCS(=O)(=O)C1 (stereo not drawn)
  7	-14	-5	3.4	3.0	.	4	-2	1.1
CCS(=O)(=O)C1=NN2C(=N)/C(=C\c3ccc(SCc4ccco4)o3)C(=O)N=C2S1
  -8	.	7	.	.	-3	.	4	8.9
NC(N)=NS(=O)(=O)c1ccc(NC(=S)NC(=O)/C=C/c2ccccc2)cc1
  -25	8	-10	0.2	0.9	-17	2	5	0.1
Cc1ccc(CCSc2ccc(F)cc2)cn1
  1	-10	-6	-2.5	1.1	-10	-2	-8	1.5
N#CC(C(=O)NCc1ccccc1)c1nc2ccccc2nc1N1CCCC1 (stereo not drawn)
  -17	-23	3	-0.8	0.2	4	-2	11	0.6
Cc1cccc(NC(=S)NNC(=O)c2cccc([N+](=O)[O-])c2)c1
  -13	-7	4	0.5	3.9	-21	-6	6	8.8

Reprinted at random: 2 entries already listed
Order of results – TAAR1 antag	CHO parental Ca	CHO-K1 Ca antag	OXTR agonist	V1R ag counter	GPR7 antagonist	OXTR potentiator	CHO-K1 Ca PAM	M1 ag parental
Cc1ccc(CCSc2ccc(F)cc2)cn1
  1	-10	-6	-2.5	1.1	-10	-2	-8	1.5
NC(N)=NS(=O)(=O)c1ccc(NC(=S)NC(=O)/C=C/c2ccccc2)cc1
  -25	8	-10	0.2	0.9	-17	2	5	0.1

(list continues)
Order of results – TAAR1 antag	CHO parental Ca	CHO-K1 Ca antag	OXTR agonist	V1R ag counter	GPR7 antagonist	OXTR potentiator	CHO-K1 Ca PAM	M1 ag parental
N#C/C(=C\c1ccc(-c2ccc(S(=O)(=O)N3CCOCC3)cc2)o1)C(=O)NC1CC1
  21	3	-9	-0.5	1.8	-16	-3	15	3.8
O=C(O)c1cnc2[nH]c3ccccc3n2c1=O
  1	-6	-13	0.0	0.5	-6	-2	10	0.1
CC(c1ccccc1)N(CC(=O)NC1CCCCC1)S(=O)(=O)c1cccc(C(F)(F)F)c1 (stereo not drawn)
  14	-31	-5	-2.8	1.1	-10	-7	4	-0.2
COC(=O)Cc1cc(=O)n(-c2ccccc2)[nH]1
  -7	-6	-12	0.9	0.1	-11	2	16	0.1
COc1ccc(S(=O)(=O)NC(C)(C)C)cc1-c1nnc2c3ccccc3c(C)nn12
  -4	-5	8	0.1	0.6	-6	-3	11	0.1
Cc1cc(NC(=O)CCC(=O)N(c2ccccc2)C(C(=O)NC(C)(C)C)c2ccccc2Cl)no1 (stereo not drawn)
  -7	-21	-6	-2.0	-0.8	-3	-5	-2	-0.2
COc1ccc(C(=O)NC(=O)Nc2cc(C)ccn2)cc1
  -3	-5	-6	-0.1	0.4	7	-9	21	1.7
C=CCNC(=S)/N=c1/ccccn1CCC
  -3	0	-3	-0.2	0.1	-1	-8	12	3.5
CC(C)(C)OC(=O)CNC(=O)c1[nH]cnc1C(=O)NCCCCCNC(=O)OC(C)(C)C
  68*	3	-5	9.2	8.7	-10	-19	-2	17*
Cc1nnc(NC(=O)COc2ccccc2)s1
  3	-3	9	-0.5	2.1	-3	-4	-4	-0.1
COc1cc2c(cc1OC)C(c1cc(Br)ccc1O)N(C(C)=O)CC2 (stereo not drawn)
  -26	2	-4	-0.5	-0.5	.	-14	-12	0.1
COc1ccc(Nc2nnc(SCC(=O)N3CCCC3)s2)cc1
  1	-17	-12	-1.1	-0.7	-8	-2	22	0.9
Cc1nn(C)c(Oc2ccc(Cl)cc2)c1C(=O)Nc1ccc(F)cc1F
  -4	-38	-11	-2.3	-0.6	-2	-4	8	4.8
CC(C)OCCCNC(=O)C1CCN(S(=O)(=O)N2CCCCC2)CC1
  -1	-5	-2	0.8	1.2	-11	1	-9	0.0
CCOc1ccc(NS(=O)(=O)c2ccc(OC)c(NC(=O)c3ccc4c(c3)OCCO4)c2)cc1
  -17	8	-11	-2.4	-0.1	-1	-7	26	0.8
COc1ccccc1CNC(=O)C1CCN(S(C)(=O)=O)CC1
  29	-3	-1	-0.4	-0.7	1	-15	14	0.3
COc1cc(-c2[nH]ncc2CN(C)Cc2cc(C)[nH]n2)cc(OC)c1OC
  -15	-10	-9	0.5	12	-3	5	1	0.6
CCOC(=O)C1CCCN(C(=O)c2sc3nc4n(c(=O)c3c2C)CCC4)C1 (stereo not drawn)
  -7	-10	-12	0.0	0.0	.	1	10	0.7
O=C1C=C(c2ccc3[nH]ccc3c2)C[C@@H](c2ccc(Cl)cc2)C1
  -27	-16	-14	0.5	1.3	.	-6	16	0.9
Cc1cc2nccc(-c3ccc(Cl)c([N+](=O)[O-])c3)n2n1
  10	-21	-7	-2.0	-0.9	3	-13	18	-0.8
COc1ccc(OCC2CCCN(Cc3nc(CC4CC4)no3)C2)cc1 (stereo not drawn)
  10	-2	-14	-1.6	-0.1	0	-1	13	2.4
Cc1cccc(OC(=O)n2c(=S)oc3cc(Cl)ccc32)c1
  -15	-5	-19	3.8	1.8	-12	-6	23	4.5
Cc1cc2cc(CNC(=O)c3ccc(Br)o3)ccc2[nH]1
  8	-6	-4	1.7	1.4	.	-4	12	2.6
Cc1ccc(-c2nc(NCCN(C)C)c3ccccc3n2)cc1
  7	-3	-13	5.2	1.5	-1	-5	-4	0.4
CC(C)Cn1c(C(C)NC(=O)Cc2ccccc2)nc2ccccc21 (stereo not drawn)
  -26	-10	0	-1.6	-1.6	3	-6	-1	0.1
Cc1nc2ccccc2c(=O)n1NC(=O)c1ccccc1F
  -26	1	12	-0.4	0.4	11	3	9	-0.2
O=C(Nc1nc2ccccc2s1)c1ccccc1[N+](=O)[O-]
  22	-7	6	2.6	3.0	7	-9	22	0.2
CC1Cc2cc(S(=O)(=O)N3CCC(C(=O)N(C)Cc4ccccc4)CC3)ccc2N1C(=O)C1CC1 (stereo not drawn)
  1	-28	-12	2.8	5.0	3	-12	-3	5.1
CC(=O)Nc1cccc(OCC(=O)Nc2sccc2C(N)=O)c1
  16	-11	22	-0.1	-0.2	-10	-21	-23	0.3
COc1cccc(CSc2nc3sc(C)c(C)c3c(=O)n2Cc2ccco2)c1
  0	-15	-1	2.2	6.5	-7	-4	15	1.2
N#C/C(=C\Nc1ccc(F)c(Cl)c1)C(=O)C1CC1
  0	-2	-10	-0.2	0.1	-15	2	15	0.9
COc1ccc(S(=O)(=O)N2CCOC23CCN(S(=O)(=O)c2cc(F)ccc2F)CC3)cc1
  -13	-10	-8	1.8	1.9	.	-9	3	4.7
COc1cccc(C(=O)Nc2cccc(-c3ccc(N4CCOCC4)nn3)c2)c1OC
  32	-16	18	-1.7	-1.3	.	-1	-22	4.0
CCn1c(SCC(=O)NCCc2ccccc2)nnc1C(C)C
  -15	-3	-2	5.4	0.2	13	-15	-2	0.1
COc1ccc(CCc2nnc(CCC(=O)NCc3ccc4ncccc4c3)o2)cc1
  -12	-7	0	0.1	0.1	-2	-7	5	0.6
